# Source: PubChem (several laboratories)
# PriA SSB inh: inhibitors of Klebsiella pneumoniae PriA binding to SSB C-terminal tail, primary screen, biochemical, AlphaScreen | AlphaScreen SSBct-PriA binding, biotinylated peptide | inhibition, % at 33 µM | 0.6% of 430,000 active | AID 1272365, 2023; in the data active means inhibition mostly above about 37%, no sharp cut-off; inactive means mostly below about 20%;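 further: plate controls were negative control peptide for no effect and reference peptide for full effect; strong numbers were not always called active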
# CCHF vOTU inh: CCHFV vOTU protease inhibitors, primary screen, biochemical, Pep-AMC substrate, fluorescence; inhibition, % at 11.5 µM; 0.55% of 370,000 active; Crimean-Congo hemorrhagic fever virus L polyprotein viral ovarian tumor (vOTU) protease …; AID 651958, 2012; in the data active means inhibition above about 30%; further: 0% = vehicle wells with enzyme and 100% = no enzyme wells
# TcdB inh: TcdB glycohydrolase inhibitors, primary screen, biochemical, single point, plate reader; AID 652162, 2013; inhibition, % at 9.99 µM; Toxin B (Clostridioides difficile), P18177; 0.24% of 350,000 active; TcdB glycohydrolase enzymatic assay; in the data active means inhibition above about 10%
# Anthrax LF inh2: Bacillus anthracis LF protease inhibitors, primary screen, biochemical, multiplex microsphere, MLPCN library; inhibition, % at 10 µM; multiplex microsphere protease cleavage assay; AID 588501, 2011; 0.12% of 360,000 active; further: plate controls were buffer without enzyme for full effect and enzyme alone for no effect
# Target sequence (P15917 whole entry, looked up): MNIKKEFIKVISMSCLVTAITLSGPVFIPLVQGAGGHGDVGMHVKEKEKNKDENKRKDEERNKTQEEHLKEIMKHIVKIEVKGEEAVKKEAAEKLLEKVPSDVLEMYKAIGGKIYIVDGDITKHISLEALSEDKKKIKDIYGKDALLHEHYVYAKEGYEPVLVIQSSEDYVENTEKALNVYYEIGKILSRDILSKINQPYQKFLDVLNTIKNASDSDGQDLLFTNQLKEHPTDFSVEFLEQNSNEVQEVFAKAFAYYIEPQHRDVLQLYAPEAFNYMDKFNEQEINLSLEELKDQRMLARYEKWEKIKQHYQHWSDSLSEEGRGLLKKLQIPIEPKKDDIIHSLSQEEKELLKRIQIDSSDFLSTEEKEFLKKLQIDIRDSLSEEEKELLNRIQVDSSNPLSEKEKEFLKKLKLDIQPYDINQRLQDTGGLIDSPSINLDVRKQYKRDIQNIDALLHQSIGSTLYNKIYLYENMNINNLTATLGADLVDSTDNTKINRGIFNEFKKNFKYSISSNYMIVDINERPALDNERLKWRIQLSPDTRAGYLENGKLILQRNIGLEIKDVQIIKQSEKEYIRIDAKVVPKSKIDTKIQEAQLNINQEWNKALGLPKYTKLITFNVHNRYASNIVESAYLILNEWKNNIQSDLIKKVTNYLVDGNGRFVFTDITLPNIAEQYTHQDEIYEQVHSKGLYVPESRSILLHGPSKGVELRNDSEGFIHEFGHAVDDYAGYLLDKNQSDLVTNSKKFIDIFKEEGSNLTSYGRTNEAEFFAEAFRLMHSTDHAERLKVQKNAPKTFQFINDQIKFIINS
# BoNT A protease: BoNT/A light chain protease inhibitors, primary screen, biochemical, flow cytometry, MLPCN library; Botulinum neurotoxin type A light chain protease (Clostridium botulinum A str. ATCC 3502); multiplex microsphere protease substrate cleavage; inhibition, % at 10 µM; 0.17% of 360,000 active; AID 588499, 2011; further: plate controls were buffer without enzyme for full effect and enzyme alone for no effect
# VHR inh abs: VHR1 phosphatase inhibitors, primary screen, biochemical, absorbance, uHTS; Dual specificity protein phosphatase 3 (Homo sapiens), P51452; recombinant VHR phosphatase, pNPP absorbance; inhibition, % at 13.3 µM; 0.52% of 290,000 active; in the data active means inhibition above about 50%; further: some compounds called inactive have numbers as strong as hits
# Target sequence (P51452 whole entry, looked up): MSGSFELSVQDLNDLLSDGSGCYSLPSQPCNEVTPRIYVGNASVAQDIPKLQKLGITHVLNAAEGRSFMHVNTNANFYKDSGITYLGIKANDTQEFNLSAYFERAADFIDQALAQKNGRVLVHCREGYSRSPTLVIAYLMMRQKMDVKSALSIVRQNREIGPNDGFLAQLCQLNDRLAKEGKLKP
# Y pestis TopoI: Yersinia pestis topoisomerase I inhibitors, primary screen, biochemical, cleavage product accumulation, plate reader, single point; DNA topoisomerase I (Yersinia pestis CO92); Y. pestis Topo-I cleavage product accumulation; activity, % at 10 µM; 0.064% of 360,000 active; AID 504884, 2011; in the data active means activity above about 50%, passing the limit was not always enough; inconclusive means no clear call, values can overlap the other calls; further: inactives centre near 2
# Vc quorum ag: inducers of Vibrio cholerae quorum light production without autoinducers, primary screen, BH1578 luxS cqsA deficient, single point. V. cholerae BH1578 lux reporter, luminescence, 6 h. activation, % at 18.7 µM. 0.16% of 350,000 active; in the data active means activation mostly above about 9.7%, no sharp cut-off; inconclusive means no clear call, values can overlap the other calls; inactive means mostly below about 3.7%; further: not every result past the cut was called active; inactives centre near 0; reference of the scale not given here
# PfHsp40 rescue: rescue of yeast from PfHsp40 toxicity, primary screen, S. cerevisiae, ATP luminescence; 0.68% of 340,000 active; growth rescue, % at 12.5 µM; S. cerevisiae expressing PfHsp40, growth rescue; in the data active means growth rescue above about 28%, passing the limit was not always enough; inconclusive means no clear call, values can overlap the other calls;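 further: yeast W303a lacking pdr1 and pdr3 grown in galactose medium; growth measured after three days at 30 °C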
# 3CLpro inhibitor: SARS-CoV 3CLpro protease inhibitors, primary screen, biochemical, quenched FRET; AID 1706, 2009; inhibition, % at 6 µM; 0.14% of 290,000 active; recombinant SARS-CoV 3CLpro, quenched FRET peptide cleavage; in the data active means inhibition above about 12%
# Active calls of the source: *; i = inactive; ? = inconclusive; nt = not tested or not shown. Unless noted, no stated cut-off is given here; in the data, active means inhibition above about 30%; inconclusive means no clear call, values can overlap the other calls; inactive means below that. The list is partial; count on the stated rates, not on these rows.
compound,PriA SSB inh,CCHF vOTU inh,TcdB inh,Anthrax LF inh2,BoNT A protease,VHR inh abs,Y pestis TopoI,Vc quorum ag,PfHsp40 rescue,3CLpro inhibitor
CCC(C)Nc1nc2c(c(=O)[nH]c(=O)n2C)n1CCOc1ccccc1 (configuration not stated),-6,13,1.3,0,-2.5,45,-1,i,-0.7,-1
O=C(NCCSc1ccccc1)c1ccccc1Cl,-22,-11,1.3,1,-3.7,-7,-3,-0.2,7.1,-1
COc1cccc(NC(=O)c2nnn(CCc3ccccc3)c2N)c1,-18,0,-0.1,-7,-0.5,8,11,i,0.0,1
CCOc1ccc(C(=O)Cn2cnc3ccccc3c2=O)cc1,-11,-10,0.6,5,-0.5,14,3,1.2,-0.6,5
Nc1ncnc2c1ncn2[C@@H]1O[C@H](C(=O)N2CCN(c3nc4ccccc4o3)CC2)[C@@H](O)[C@H]1O,nt,15,-2.3,-5,0.5,nt,nt,nt,nt,nt
O=C(NCCc1ccccc1)C(=O)NCC1CCCN1S(=O)(=O)c1cccs1 (configuration not stated),-3,-5,0.4,-10,2.2,nt,16,i,1.1,nt
Cc1ccccc1OCc1nnc(SCC(=O)NCc2ccco2)n1C,-10,12,1.7,0,1.0,11,4,-0.5,0.9,-6
N#Cc1cnc(SCCc2ccccc2)nc1N,-17,-4,nt,1,0.6,-5,-7,i,1.2,1
CC(=Nc1ccc(C)c(C)c1)C1=C(O)CSC1=O,-11,8,nt,0,0.2,40,3,-1.0,0.7,-2
COc1cccc(CN2CCC(n3nccc3NC(=O)C3CC3)CC2)c1,-8,-3,1.4,-2,0.4,18,2,i,-0.8,-1
CCCCn1c(SCC(=O)NCc2ccco2)nc2ccccc2c1=O,-4,12,nt,nt,nt,37,13,-0.6,-0.4,2
COC(=O)[C@H](C(C)C)n1c(C)c(C(C)=O)c(C(C)=O)c1C,-12,8,nt,3,0.0,1,-7,i,1.4,3
CS(=O)(=O)N(CC(=O)N1CCN(c2ccccc2)CC1)C1CCCCC1,-7,3,nt,-1,0.8,-16,-1,-0.4,0.1,-1
O=C(O)Cn1c(=O)c(-c2ccccc2)nc2ccccc21,9,-39,0.3,7,1.0,-6,2,i,-1.5,6
CCn1c(=O)c2c3c(sc2n2c(SCc4ccc(F)cc4)nnc12)CCCC3,6,10,1.5,1,0.4,nt,4,-0.3,1.0,nt
Cc1nc2ccccc2c(=O)n1Cc1ccc([N+](=O)[O-])cc1,1,-4,0.9,-8,0.0,9,12,1.1,0.2,1
CN(C)c1cc(NC(=O)CN2CCOCC2)c2ccccc2n1,-9,nt,nt,-1,0.5,nt,0,8.7,0.7,-3
COc1cccc(C(=O)Nc2nnc(SCC(=O)NC3CC3)s2)c1,-5,-10,1.6,0,-0.4,1,-1,-0.2,0.5,-3
COc1cc2c(cc1OC)CN(C(=O)CCNS(=O)(=O)c1ccc(Br)cc1)CC2,5,8,-0.3,-2,0.8,nt,2,-17,-0.9,nt
C=C(C)Cn1c(NCCOC)nc2c1c(=O)[nH]c(=O)n2C,-2,-2,nt,-2,-0.3,13,1,11,0.1,2
COc1ccc(CN(C)C(=O)c2cccc(NS(=O)(=O)c3ccccc3)c2)c(OC)c1,0,21,-0.8,4,-4.1,-6,26,i,2.0,2
CC(/C=N/n1c(COc2ccccc2)n[nH]c1=S)=C\c1ccccc1,nt,9,0.9,-4,0.3,5,5,0.4,67*,7
CCN(CC)S(=O)(=O)c1ccc(NCC2COc3ccccc3O2)c([N+](=O)[O-])c1 (configuration not stated),22,12,nt,-3,-0.2,4,39,-0.7,4.9,10
N#Cc1ccc(NC(=O)Cn2c3[n+](c4ccc(C(F)(F)F)cc42)CCCCC3)cc1,-2,1,0.6,3,0.5,-3,-1,-0.4,-1.3,1
COc1ccc(C2(C(=O)Nc3nncs3)CCCC2)cc1,-12,-7,nt,-2,1.0,-12,-6,-0.2,0.3,0
COc1ccccc1-n1c(CNc2ccc(F)cc2)nnc1SCC(=O)Nc1cc(C)on1,-17,-4,nt,-5,0.0,9,9,-0.7,0.3,3
CCOc1ccc(NC(=S)/C(=C(\[O-])c2ccc(C)c([N+](=O)[O-])c2)[n+]2ccccc2)cc1,nt,nt,nt,-9,9.1,2,-2,1.0,0.7,-1
O=C(NC1CC1)c1ccc(CS(=O)c2ccccc2)o1 (configuration not stated),-4,-6,1.3,0,-0.7,21,0,-0.9,-2.8,-1
CSc1ccccc1NC(=O)Nc1ccc(Cl)cc1,-18,19,nt,-10,8.7,-9,-9,0.9,0.6,3
O=C(/C=C/c1ccccc1)CC(O)(c1ccccc1)C(F)(F)F (configuration not stated),10,21,nt,1,-0.1,20,5,-4.5,7.7,5
CNC(=S)Nn1cnc2ccccc21,-5,-8,0.8,0,0.3,13,11,i,-1.3,1
CC1=C(C(=O)O)N2C(=O)C(NC(=O)c3nn(C)c(C)c3Cl)C2SC1 (configuration not stated),-7,9,1.2,0,-0.2,-2,-3,0.2,0.6,-7
Cc1cc(C(=O)CSc2n[nH]c(N)n2)c(C)n1-c1ccccc1,14,-3,nt,-1,1.2,29,7,-0.2,-1.3,7
CCN(CC(=O)NCc1cccs1)C(=O)/C=C/c1ccc(Cl)c(Cl)c1,0,-4,1.7,2,-2.5,nt,39,-1.7,1.9,nt
O=c1c2c(nc3cc(-c4ccc(Br)cc4)[nH]n13)CCCC2,-9,3,0.8,-3,0.2,-27,11,i,-1.1,2
CCn1nc(C)c(CNC(=O)Nc2ccc3c(c2)OCO3)c1C,-2,0,-0.7,-6,-0.8,3,-2,-0.3,0.1,4
CC(C)(C)NC(=O)c1ccc2nsnc2c1,-7,10,-0.3,1,0.5,7,-1,-0.3,?,2
O=C(Nc1ccon1)c1ccc(OC2CCCC2)cc1,-20,-4,nt,-2,-0.9,-2,5,1.4,0.9,-2
COc1cccc(OCc2cc(C(=O)NC(C)c3cnn(C)c3C)no2)c1 (configuration not stated),-6,-7,0.0,1,1.0,-4,1,-1.7,1.9,6
O=c1ccc2cc(S(=O)(=O)Nc3ccc(Br)cc3)ccc2o1,-3,-4,-0.2,-17,-6.2,24,-17,-0.6,-1.5,-4
CC(=O)c1ccc(OCC(O)CN2CCN(S(=O)(=O)c3c(C)cc(C)cc3C)CC2)cc1 (configuration not stated),-8,-8,-1.3,0,1.4,17,25,-0.6,1.8,-5
COC(=O)C1CCN(c2cc(=O)n(Cc3ccc(F)cc3)c(=O)[nH]2)CC1,-5,-27,0.9,0,0.1,-8,-2,i,-2.1,5
CC(CCC(C)OC(=O)c1ccccc1C(=O)O)OC(=O)c1ccccc1C(=O)O (configuration not stated),-2,-10,0.8,4,-2.7,6,-1,-0.2,-2.8,-4
COCCN(C(=S)Nc1cc(C)cc(C)c1)C(C)c1ccco1 (configuration not stated),-7,13,4.2,-6,-0.5,32,25,-0.9,1.4,3
COc1ccccc1N1CCN(S(=O)(=O)CCNC(=O)C2CCCCC2)CC1,-9,-8,2.2,-6,-1.9,nt,-6,-1.2,0.6,nt
COc1cc(/C=N/NC(=O)c2cccnc2)ccc1OS(=O)(=O)c1ccc(C)cc1,nt,-12,-0.7,-1,-0.3,3,12,i,1.2,-3
COc1cc(/C=N/NC(=O)c2ccncc2)ccc1OCCN1CCCCC1,nt,7,nt,0,-0.1,5,10,i,1.1,-4
O=C(c1ccc(Oc2ccc([N+](=O)[O-])cc2)cc1)N1CCCCCC1,12,1,0.4,17,3.5,13,30,-0.1,3.8,-5
COC(=O)c1c(C)[nH]c(C(=O)CSc2ncnc3sc(-c4ccccc4)cc23)c1C,-4,-2,nt,4,1.4,-4,0,-0.5,-1.4,3
Cc1cc(C)cc(OC(=O)CCN2C(=O)c3ccccc3C2=O)c1,-10,-10,1.6,-2,-0.1,26,27,-17,0.8,-3
COc1ccc(N2CCN(C(=O)COC(=O)c3ccco3)CC2)cc1,-5,-6,-0.3,0,-3.9,6,-1,i,-0.2,2
O=c1[nH]c(CN2CCCCC2)nc2ccccc12,-12,8,nt,-3,0.6,10,-1,i,0.0,1
CC(=O)N1c2ccc(S(=O)(=O)N3CCCCC3)cc2CC1C(=O)NCc1ccccc1C (configuration not stated),-2,15,-1.7,8,5.9,52*,13,-0.2,1.0,-4
C/C(CC(=O)NC1CCCCC1)=N\NC(=O)Cc1ccc(-c2ccccc2)cc1,nt,5,0.4,-3,-0.8,11,1,0.4,0.9,7
C#CCCOC(=O)N1C2=NC(C(=O)OC)=C(C(=O)OC)[C@@H]3N(C)c4ccc(OC)cc4[C@]23C[C@H]1C(=O)OC,-22,15,-13,-9,0.1,nt,-6,-0.3,0.8,nt

# Of the compounds above, 10 have an aryl thioether with sulfur outside any ring.
compound,PriA SSB inh,CCHF vOTU inh,TcdB inh,Anthrax LF inh2,BoNT A protease,VHR inh abs,Y pestis TopoI,Vc quorum ag,PfHsp40 rescue,3CLpro inhibitor
O=C(NCCSc1ccccc1)c1ccccc1Cl,-22,-11,1.3,1,-3.7,-7,-3,-0.2,7.1,-1
Cc1ccccc1OCc1nnc(SCC(=O)NCc2ccco2)n1C,-10,12,1.7,0,1.0,11,4,-0.5,0.9,-6
N#Cc1cnc(SCCc2ccccc2)nc1N,-17,-4,nt,1,0.6,-5,-7,i,1.2,1
CCCCn1c(SCC(=O)NCc2ccco2)nc2ccccc2c1=O,-4,12,nt,nt,nt,37,13,-0.6,-0.4,2
CCn1c(=O)c2c3c(sc2n2c(SCc4ccc(F)cc4)nnc12)CCCC3,6,10,1.5,1,0.4,nt,4,-0.3,1.0,nt
COc1cccc(C(=O)Nc2nnc(SCC(=O)NC3CC3)s2)c1,-5,-10,1.6,0,-0.4,1,-1,-0.2,0.5,-3
COc1ccccc1-n1c(CNc2ccc(F)cc2)nnc1SCC(=O)Nc1cc(C)on1,-17,-4,nt,-5,0.0,9,9,-0.7,0.3,3
CSc1ccccc1NC(=O)Nc1ccc(Cl)cc1,-18,19,nt,-10,8.7,-9,-9,0.9,0.6,3
Cc1cc(C(=O)CSc2n[nH]c(N)n2)c(C)n1-c1ccccc1,14,-3,nt,-1,1.2,29,7,-0.2,-1.3,7
COC(=O)c1c(C)[nH]c(C(=O)CSc2ncnc3sc(-c4ccccc4)cc23)c1C,-4,-2,nt,4,1.4,-4,0,-0.5,-1.4,3
